Screening results from PubChem BioAssay.
GLP-1R agonist: GLP-1 receptor (human) agonism | P43220 | HEK293 GLP-1R CRE-luciferase, luminescence, 4-6 h; cells express a hypersensitive GLP-1R form | Potency, µM (series often up to 45.6 µM), inactives show at the highest dose activation, hits mostly activators | actives 0.007% (n = 380,000); further: potency means the concentration at half of the fitted maximal effect; % of control where 0% means no effect
Target sequence (P43220 whole entry, looked up): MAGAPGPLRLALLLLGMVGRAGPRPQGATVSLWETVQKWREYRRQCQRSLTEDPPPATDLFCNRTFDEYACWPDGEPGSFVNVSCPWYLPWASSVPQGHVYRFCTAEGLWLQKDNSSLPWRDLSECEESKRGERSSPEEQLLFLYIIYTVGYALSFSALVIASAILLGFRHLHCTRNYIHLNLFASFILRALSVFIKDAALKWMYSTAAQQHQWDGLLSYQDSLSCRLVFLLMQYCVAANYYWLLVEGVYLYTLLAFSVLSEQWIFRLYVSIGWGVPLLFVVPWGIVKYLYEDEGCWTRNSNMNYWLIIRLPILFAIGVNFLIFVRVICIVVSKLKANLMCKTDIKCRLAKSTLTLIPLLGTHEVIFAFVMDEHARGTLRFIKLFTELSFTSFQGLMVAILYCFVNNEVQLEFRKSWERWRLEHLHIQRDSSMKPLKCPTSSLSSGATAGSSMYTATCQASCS
FUS suppressor: FUS proteinopathy suppression in yeast; S. cerevisiae FUS-expressing, growth rescue, OD600, 24 h; Potency, µM (series often up to 76.6 µM), for inactives: at the top dose growth rescue (activation), usual class: activators; actives 0.24% (n = 390,000);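 further: potency means the concentration at half of the fitted maximal effect; plate controls were DMSO vehicle for no effect and reference control for full effect; nearly all actives have a fitted effect of over 55% in size; some results filed as inactive show a strong effect at the top dose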
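Absorbance at 600 nm, taken 24hr after compound addition, measured rescue of FUS-yeast growth at 30C. Induction used 2% galactose with seeding at OD 0.005. Controls: CP55940 from 92uM final, DMSO only.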
DRD3 antagonist: blocks the human D3 dopamine receptor | D3R cells, DiscoveRx beta-arrestin luminescence, antagonist mode; hits give low values | max response, negative = inhibition, % | actives 2.5% (n = 360,000) | AID 652054 | P35462; in the data active means max response below about -50%; inconclusive means no clear call, values can overlap the other calls; further: on the % scale 0 is the no-effect control and ±100 the full control effect; mostly tested at two doses, the higher about 12 µM
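Cells plated overnight at 1500 cells/well, then exposed to library compounds with dopamine controls for 90 minutes at 37 degrees C. DiscoveRx reagent added for 30–60 minutes at room temperature; luminescence read, quantitative HTS format.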
aSyn rescue: alpha-synuclein toxicity inhibition in yeast | Yeast expressing alpha-synuclein, growth rescue, BacTiter-Glo, 24 h | AID 652106 | actives 0.14% (n = 370,000) | Potency, µM (series often up to 46.1 µM), without a hit: at the highest dose growth rescue (activation), usual class: activators; further: potency means the concentration at half of the fitted maximal effect; % of control where 0% means no effect; nearly all actives have a fitted effect of over 65% in size
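Screening used galactose-induced yeast with toxic alpha-synuclein levels, exposed to compound for 24 hr at 30 deg C. Cell growth, read with BacTiter-Glo luminescence, gave the measured signal.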
GLP1R inv ag: GLP-1 receptor (human) inverse agonism; P43220; HEK293 GLP-1R CRE-luciferase, luminescence, 24 h; GLP-1R form is constitutively active; AID 624417; Potency, µM (series often up to 38.3 µM), for inactives: at the top dose activity change, negative = inhibition, actives largely listed as inhibitors; actives 1.6% (n = 410,000); further: potency means the concentration at half of the fitted maximal effect; on the % scale 0 is the no-effect control and ±100 the full control effect; nearly all actives have a fitted effect of over 55% in size
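Using stably transfected HEK293 (constitutively active GLP-1R, cAMP-luciferase reporter), compounds were incubated 24 hr and luciferase measured by luminescence.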
TDP-43 yeast inh: inhibitors of TDP-43 toxicity in yeast; actives 1.8% (n = 410,000); TDP-43 expressing yeast growth rescue, BacTiter-Glo, 24 h; Potency, µM (titrated, usually from 46.1 µM), without a hit: at the top dose growth rescue (activation), usual class: activators; further: potency means the concentration at half of the fitted maximal effect; % of control where 0% means no effect; nearly all actives have a fitted effect of over 50% in size
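Growth rescue of TDP-43-toxic yeast measured as ATP luminescence (BacTiter-Glo). Cells grown to mid-log in raffinose, induced in galactose at OD600=0.02, exposed to compound 24 hr at 30 deg C.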
Akt phos inh: blocks phosphorylation of Akt; activity change, % for hits at 50 µM; Neuro2A IGF-stimulated pAkt S473 HTRF, 20 min; hits give low values; actives 0.32% (n = 360,000); in the data active means activity change below about -80%; inconclusive means mostly about -51% to -80%; further: on the % scale 0 is the no-effect control and ±100 the full control effect
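Single-point screen (50 µM final compound) in Neuro2A cells stimulated 20 min with 6 nM IGF at 37 deg C. After lysis, Ser473-phosphorylated Akt read by HTRF (ex 330 nm, em 615/665 nm) as the 665/615 ratio.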
Abeta yeast res: restores growth of yeast expressing A-beta42 peptide. actives 0.063% (n = 410,000). yeast expressing A-beta42, growth rescue, OD600, 48 h; response scale: 0% DMSO, 100% iron-clioquinol control. Potency, µM (series often up to 46.1 µM), for the others: top-dose growth rescue, most hits filed as activators; further: potency means the concentration at half of the fitted maximal effect; nearly all actives have a fitted effect of over 55% in size
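Yeast A-beta toxicity model in growth medium with pinned compounds, 48 h at 30 C; growth read as absorbance at 600 nm. Normalized to FeCl3/clioquinol equimolar mix (positive) and DMSO (negative).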
PTHR1 agonist: activates the human parathyroid hormone receptor PTHR1; Q03431; HEK293 GP2 PTHR1 cells, GloSensor cAMP luminescence, 1 h; Potency, µM (titrated, usually from 115 µM), inactives show at the highest dose activation, actives largely listed as activators; actives 0.075% (n = 410,000); further: potency means the concentration at half of the fitted maximal effect; nearly all actives have a fitted effect of over 55% in size; some results filed as inactive show a strong effect at the top dose; inactives centre near -15; many of its hits are not listed in these tables
Target sequence (Q03431 whole entry, looked up): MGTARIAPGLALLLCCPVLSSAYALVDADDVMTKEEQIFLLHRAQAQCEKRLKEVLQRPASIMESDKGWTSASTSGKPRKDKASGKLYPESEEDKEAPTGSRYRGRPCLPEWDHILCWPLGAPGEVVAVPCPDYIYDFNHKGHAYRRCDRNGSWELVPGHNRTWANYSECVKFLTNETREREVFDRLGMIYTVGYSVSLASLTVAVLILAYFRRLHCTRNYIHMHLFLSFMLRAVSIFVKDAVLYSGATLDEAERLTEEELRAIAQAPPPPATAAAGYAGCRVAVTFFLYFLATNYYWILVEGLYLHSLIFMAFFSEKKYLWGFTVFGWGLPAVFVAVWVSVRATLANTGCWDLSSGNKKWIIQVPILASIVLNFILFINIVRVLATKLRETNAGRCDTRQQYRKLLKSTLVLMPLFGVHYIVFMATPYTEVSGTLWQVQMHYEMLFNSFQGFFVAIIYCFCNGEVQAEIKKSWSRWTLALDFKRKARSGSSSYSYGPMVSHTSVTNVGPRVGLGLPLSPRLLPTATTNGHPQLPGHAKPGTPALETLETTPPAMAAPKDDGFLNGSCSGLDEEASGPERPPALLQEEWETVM
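HEK-293-derived GP2 cells expressing PTHR1 and a GloSensor cAMP reporter, 3,000/well, plated overnight, given luciferin plus IBMX (each 0.5 mM as added) for 1 h at 37 °C, then compound for 1 h at 37 °C. Luminescence was read after 15 min at room temperature.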
* marks the source's active call; other numbers are inactive results; i = inactive; ? = inconclusive; nt = not tested or not shown; [ ] = dose if it differs, or a comment. Unless noted, the call rests on the fitted dose curve; in most records, active means well fitted curve in the direction sought with a large enough effect; inconclusive means small, poorly fitted or top-dose-only effect, or another doubt; inactive means no such curve, though single readings can be large; an effect the other way counts as inactive or inconclusive. These rows are one share of the data; the hit share may differ from the screen's.

structure	DRD3 antagonist	Abeta yeast res	FUS suppressor	Akt phos inh	GLP1R inv ag	PTHR1 agonist	TDP-43 yeast inh	GLP-1R agonist	aSyn rescue
COc1ccccc1CNc1nc(C)c(C(=O)N(C)C)s1	-5	6%	10%	i	4%	-22%	4%	15%	0%
NC(=O)c1ccc(NC(=O)CNc2cc(S(=O)(=O)N3CCOCC3)ccc2N2CCCC2)cc1	18	-3%	12%	i	-6%	-25%	16%	10%	-1%
CC(C)CC1NC(=O)c2cccnc2-n2c1nc1cc(F)ccc1c2=O (stereo unspecified)	-21	-7%	-7%	i	-4%	i	13%	-4%	-7%
CSc1ccc(Cn2c(C)c(C(=O)NCc3ccc(Cl)c(Cl)c3)sc2=O)cc1	7	?	?	i	?	-7%	12%	-4%	1%
CC(Nc1nc(N2CCOCC2)nc2ccccc12)c1ccccc1 (stereo unspecified)	-1	-5%	21%	i	?	i	-22%	11%	-2%
CCCCN(C)S(=O)(=O)c1ccc(C(=O)Nc2nnc(CSC)o2)cc1	-98*	28%	31%	i	?	-13%	?	-14%	?
Cc1ccc(C(=O)CSc2nccn2-c2ccccc2)cc1	-11	6%	-11%	i	?	i	?	3%	12%
O=C(NCc1ccco1)c1ccccc1Br	6	5%	17%	i	1%	i	-1%	-1%	-5%
Cc1ccc(C(C(=O)NCc2ccccc2)N(C(=O)c2ccccn2)c2ccccc2)o1 (stereo unspecified)	-25	-7%	46%	i	?	-8%	0%	4%	-4%
COc1ccc(Br)cc1C(=O)Nc1cc(C)cc(C)c1	-10	-9%	-3%	i	-15%	i	3%	-8%	-8%
N#C/C(=C\c1ccccc1)C(=O)Nc1nncs1	10	18%	?	i	10%	0%	0%	0%	1%
O=C(CN1CCOCC1)Nc1ccc2c(c1)OCCO2	-5	-19%	-6%	i	1%	i	-21%	-5%	-2%
Cc1ccc(C)c(CN2CCC(CNC(=O)Nc3cccc(Cl)c3C)CC2)c1	?	5%	24%	i	?	i	-11%	11%	-2%
Cc1onc(-c2c(F)cccc2Cl)c1C(=O)N1CCCCC1	0	-15%	1%	i	-11%	-22%	12%	-2%	-1%
CCOc1cccc(/C=C/c2ccc3cccc(O)c3n2)c1OC	-83*	7%	17%	i	?	-9%	20%	21%	10%
COc1ccc(-c2noc(-c3ccc(Br)o3)n2)cc1OC	14	-8%	22%	i	0%	i	30%	2%	-5%
Cc1ccc(S(=O)(=O)N2CCC(=O)N(C(COCc3cccc(C(F)(F)F)c3)Cc3ccccc3)CC2)cc1 (stereo unspecified)	4	3%	28%	i	?	-49%[inhibitor]	15%	21%	0%
O=C(Nc1ccc(N2CCN(C(=O)c3ccco3)CC2)cc1)c1cc(Br)ccc1Cl	-4	13%	nt	i	?	-21%	26%	-36%[inhibitor]	11%
Cc1c(C(=O)O)sc2ncn(C)c(=O)c12	21	6%	16%	i	0%	i	0%	-11%	1%
O=C(/C=C/c1ccc([N+](=O)[O-])cc1)N1CCN(Cc2ccccc2)CC1	-21	-6%	27%	i	-5%	-16%	-6%	1%	-1%
Cn1nc(C(=O)Nc2sccc2C(N)=O)ccc1=O	10	16%	10%	i	32%[activator]	-21%[57.5 µM]	-4%	13%	7%
O=C(COC(=O)c1ccccc1)Nc1cc(Cl)ccc1Oc1ccccc1	-1	3%	-24%	i	?	-11%	13%	7%	3%
Cc1cccc(N2C(=O)CC(Sc3nnc(C)s3)C2=O)c1 (stereo unspecified)	?	1%	17%	i	-14%	i	-11%	-20%	-5%
COc1ccccc1C(=O)NCC(=O)OC(C)C(=O)NC1CCCCC1C (stereo unspecified)	-20	-1%	16%	i	9%	-12%	-4%	-3%	0%[1.84 µM]
CCOC(=O)C(=O)Nc1sc(C(=O)N2CCOCC2)c(C)c1C#N	-15	-5%	15%	i	-6%	-8%	-36%[inhibitor]	2%	-2%

Entries of single compounds, quoted from the list. Order of values: DRD3 antagonist, Abeta yeast res, FUS suppressor, Akt phos inh, GLP1R inv ag, PTHR1 agonist, TDP-43 yeast inh, GLP-1R agonist, aSyn rescue
`O=C(Nc1ccc(N2CCN(C(=O)c3ccco3)CC2)cc1)c1cc(Br)ccc1Cl` reads -4, 13%, nt, i, ?, -21%, 26%, -36%[inhibitor], 11%
`Cc1ccc(S(=O)(=O)N2CCC(=O)N(C(COCc3cccc(C(F)(F)F)c3)Cc3ccccc3)CC2)cc1` (stereo unspecified) reads 4, 3%, 28%, i, ?, -49%[inhibitor], 15%, 21%, 0%

Later entries
structure	DRD3 antagonist	Abeta yeast res	FUS suppressor	Akt phos inh	GLP1R inv ag	PTHR1 agonist	TDP-43 yeast inh	GLP-1R agonist	aSyn rescue
CCN1C(=O)C(CC(=O)NC)N(NC(=O)c2ccccc2)C1=S (stereo unspecified)	9	-3%	-7%	i	-2%	i	13%	3%	4%
O=C(c1ccc(F)cc1F)N1CCN(c2n[nH]c(=O)[nH]c2=O)CC1	1	6%	-12%	i	5%	i	-7%	-1%	-2%
Cc1[nH]c(=S)sc1Cc1ccc(F)cc1	-21	18%	30%	i	?	i	?	10%	9%
CN1CCN(c2ccc([N+](=O)[O-])cc2S(=O)(=O)N2CCOCC2)CC1	4	2%	-1%	i	11%	i	-1%	5%	1%
COc1ccc(C(CC(=O)O)NC(=O)C2CCCCC2)cc1 (stereo unspecified)	6	-4%	11%	i	0%	19%[57.5 µM]	3%	-5%	-2%
Cc1ccc2c(C)c(C(=O)Nc3cccnc3)oc2c1C	33	18%	-17%	i	-5%	-1%	28%	9%	0%
COc1cc(/C=C(\C#N)c2ccccn2)ccc1OCC(=O)Nc1c(Cl)cccc1Cl	-16	3%	23%	i	-1%	-5%	8%	-15%	9%
O=C(COC(=O)CCC(=O)c1cccs1)NC(=O)c1ccc(OC(F)F)cc1	14	3%	-17%	i	4%	-25%	10%	10%	21%
COc1ccc(N(CC(=O)Nc2cccc3ccccc23)S(C)(=O)=O)c(OC)c1	0	7%	6%	i	3%	-29%	6%	7%	-1%
Cc1cc(C)cc(-n2c(SCC(=O)N3CCCCC3)nc3c([nH]c4ccccc43)c2=O)c1	nt	-6%	-11%	nt	3%	-26%	?	0%	?
CN(C)S(=O)(=O)c1ccc(N2CCCC2)c(C(=O)NNC(=O)c2ccccc2)c1	-4	-1%	19%	i	13%	-91%[inhibitor]	-23%	1%	-18%
COCCn1c(C)cc(C(=O)CN2C(=O)NC3(CCCCCCC3)C2=O)c1C	8	17%	17%	i	-22%	-31%[inhibitor]	-18%	2%	1%
O=C(Cc1ccc(S(=O)(=O)N2CCOCC2)s1)N1CCN(S(=O)(=O)c2cccc([N+](=O)[O-])c2)CC1	11	10%	?	i	-8%	-5%	5%	0%	-2%
CS(=O)c1ccccc1O (stereo unspecified)	0	8%	-24%	i	12%	i	0%	-1%	-6%
CN(C)C(CNC(=O)c1cccc(OC(F)F)c1)c1ccco1 (stereo unspecified)	-27	-4%	-1%	i	5%	-20%	-4%	-2%	-2%
COc1ccc(CC(=O)N2CCN(c3ccc(F)cc3)CC2)cc1	3	8%	17%	i	-21%	i	-26%[1.82 µM]	7%	0%
CCCCCC(O)CCC(=O)NNC1=CC(=O)CC(C)(C)C1 (stereo unspecified)	0	-3%	4%	i	12%	i	7%[9.22 µM]	4%	-4%
CCCCCCCCN1[C@@H](CC(=O)OCC)c2ccc(C(F)(F)F)cc2S1(=O)=O	1	6%	17%	i	10µM*	-25%	12%	-4%	-12%
O=C(NCc1cccc(Cl)c1)c1ccc(NC(=O)N2CC3CCCN3c3ccccc32)cc1 (stereo unspecified)	nt	-21%	?	nt	?	19%	-5%[9.22 µM]	nt	nt
Cc1ccc(C(=O)N/C(=C\c2ccc(F)cc2)C(=O)NCCCn2ccnc2)cc1	-5	-5%	-26%	i	4%	16%	-19%	7%	2%
Cn1c(=O)c([N+](=O)[O-])c(NCc2ccc3c(c2)OCO3)c2ccccc21	5	3%	20%	i	10%	-6%	-15%[1.82 µM]	23%	-5%
COc1cc(C2C(C(=O)c3cc4ccccc4o3)=C(O)C(=O)N2CCN2CCOCC2)ccc1OCCC(C)C (stereo unspecified)	-21	11%	28µM*	i	6%	-34%[inhibitor]	11%	5%	3%
CCOC(=O)N1CCN(C(C(=O)NC2CCCC2)c2ccco2)CC1 (stereo unspecified)	6	-5%	1%	i	16%	2%	-20%	nt	-5%
COc1ccc(CCNS(=O)(=O)c2c(N)n(C)c(=O)n(C)c2=O)cc1OC	4	-4%	6%	i	57%[activator]	i	-9%	16%	-13%
Cc1cc(Cl)c2oc(C(=O)N(C)CC3CCOCC3)c(C)c2c1	-3	-11%	10%	i	12%	-50%[inhibitor]	?	?	1%

New compounds follow.
structure	DRD3 antagonist	Abeta yeast res	FUS suppressor	Akt phos inh	GLP1R inv ag	PTHR1 agonist	TDP-43 yeast inh	GLP-1R agonist	aSyn rescue
COc1ccc(CN(C)C(=O)c2cccc(S(=O)(=O)NCc3ccccc3)c2)cc1F	7	7%	2%	i	13%	-12%	19%	-1%	-2%
C=CCN1C(=O)c2ccc(C(=O)N3CCN(S(=O)(=O)c4ccc(C(C)C)cc4)CC3)cc2C1=O	11	-21%	5%	i	-1%	-25%	-24%	-1%	2%
CN1CCN(CCC(=O)N/N=C/c2ccccc2F)CC1	3	4%	-12%	i	8%	i	8%	2%	5%
CCN1CCN(c2ccc(S(=O)(=O)N3CCOCC3)cc2NC(=O)/C=C/c2ccc(C)cc2)CC1	1	-2%	7%	i	2%	i	4%	-5%	3%
COc1ccc(-c2nc(C)ncc2N=Nc2ccccc2)cc1	-18	7%[9.22 µM]	-25%	-114%*	?	i	?	5%	-1%
O=C1NC(=O)C2(COC(c3cccnc3)OC2)S1 (stereo unspecified)	0	-5%	-18%	i	15%	-5%	-5%	-6%	-1%
